MsrA inhibitor – bovine MsrA enzyme inhibitors, primary screen, biochemical, absorbance, HTS. 0.75% of 360,000 active. inhibition, % at 15.5 µM. Methionine sulfoxide reductase A (Bos taurus). AID 651718, 2012. purified bovine MsrA, absorbance read-out; in the data active = inhibition above about 4.5%;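 also: 0% = vehicle wells with enzyme and 100% = reference inhibitor wells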
CSN inh – inhibitors of CSN-mediated cullin deneddylation, primary screen, biochemical, fluorescence polarization, uHTS | COP9 signalosome complex subunit 5 (Homo sapiens), Q92905 | Purified CSN, SCF-Nedd8-OG deneddylation | inhibition, % at 12.5 µM | 0.38% of 360,000 active | AID 651999, 2013;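 active = pattern-corrected inhibition above about 35%, with an unprinted fluorescence ratio check between 0.5 and 1.5, limit read from the data, passing the limit was not always enough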;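 also: 0% = enzyme with substrate and 100% = substrate without enzyme; some results filed as inactive read as strong as hits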
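Test system: Human Csn5 produced in HEK293T cells | Compound: 12.5 µM single point | Times: 90 min, room temperature | Signal: Fluorescence polarization readout | Read-out basis: % inhibition of substrate cleavage by Csn5 | Controls: no-enzyme wells high, enzyme-with-substrate wells low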
Rpn11 block – Rpn11 (PSMD14) deubiquitinase inhibitors, primary screen, biochemical, fluorescence polarization, uHTS. 26S proteasome non-ATPase regulatory subunit 14 (Homo sapiens), O00487. human 26S proteasome, Ub4-pepOG fluorescence polarization; 20S core pre-blocked with epoxomicin. calls only at 20 µM. 0.59% of 360,000 active. AID 588493, 2011;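 active = inhibition at 20 µM, scaled to each plate's controls, above about 33%, limit read from the data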
Target sequence (O00487 whole entry, looked up): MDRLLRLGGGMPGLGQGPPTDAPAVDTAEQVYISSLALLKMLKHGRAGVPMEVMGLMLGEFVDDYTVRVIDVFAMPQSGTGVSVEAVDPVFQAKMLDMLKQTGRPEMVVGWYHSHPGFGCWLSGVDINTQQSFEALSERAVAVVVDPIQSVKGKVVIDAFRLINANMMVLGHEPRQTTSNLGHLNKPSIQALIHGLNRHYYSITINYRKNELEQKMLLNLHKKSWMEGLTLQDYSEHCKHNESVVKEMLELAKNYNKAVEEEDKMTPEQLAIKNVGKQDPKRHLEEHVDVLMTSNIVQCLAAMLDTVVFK
LMPTP block – LMPTP phosphatase inhibitors, primary screen, biochemical, fluorescence intensity, uHTS; 0.22% of 360,000 active; inhibition, % at 20 µM; AID 651560, 2012; recombinant LMPTP-A, OMFP fluorogenic substrate;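 active = compounds that cut the enzyme signal by at least half of the control window in the single-dose screen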;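 also: plate controls were DMSO wells with enzyme plus substrate for no effect and substrate without enzyme for full effect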
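Assay system: LMPTP-A, protein tyrosine phosphatase of low molecular weight / Medium: pH 6.0 Bis-Tris buffer with DTT and Triton X-100 / Schedule: 50 min enzyme reaction at room temperature, protected from light / Measured by: endpoint fluorescence intensity from OMFP dephosphorylation / Read-out basis: % inhibition relative to no-enzyme and uninhibited control wells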
Scp-1 inhibitor – Scp-1 phosphatase inhibitors, primary screen, biochemical, colorimetric, uHTS; inhibition, % at 20 µM; 0.88% of 340,000 active; Carboxy-terminal domain RNA polymerase II polypeptide A small phosphatase 1 (Homo …; Recombinant Scp1, phosphopeptide, malachite green phosphate absorbance;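 active = inhibition above about 50% at 20 µM, limit read from the data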;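 also: plate controls were DMSO wells with enzyme for no effect and wells lacking enzyme for full effect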
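Material – SCP-1 phosphatase catalytic domain, residues 76-261 · Buffer or medium – Acidic Tris acetate buffer with magnesium and detergent · Also added – Phospho 17-mer peptide substrate · Compound – single 20 µM dose, 1% DMSO · Times – 45 min room-temperature reaction, 5 min colour, 30 min stabiliser · Technique – Phosphate-binding colour reagent, absorbance read at 630 nm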
SUMO1-SIM PPI – modulators of SUMO1 protein-protein interactions, primary screen, biochemical, uHTS | inhibition, % at 20 µM | Small ubiquitin-related modifier 1 (Homo sapiens), P63165 | AID 602429, 2012 | SUMO1 binding to a labelled peptide, TR-FRET, 1 h | 0.33% of 360,000 active; in the data active = inhibition above about 37%
Target sequence (P63165 whole entry, looked up): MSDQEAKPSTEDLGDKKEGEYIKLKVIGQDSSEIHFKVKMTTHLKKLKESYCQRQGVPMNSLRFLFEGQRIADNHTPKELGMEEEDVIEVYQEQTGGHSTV
DNMT1 block – human DNMT1 methyltransferase inhibitors, primary screen, biochemical, molecular beacon, fluorescence, HinP1I cleavage, uHTS; inhibition (reported as % activation of signal), % at 10 µM; DNA (cytosine-5)-methyltransferase 1 (Homo sapiens), P26358; AID 588458, 2011; 0.83% of 360,000 active; in the data active = inhibition above about 50%
STEP inh – STEP phosphatase inhibitors, primary screen, biochemical, fluorescence intensity, uHTS; Tyrosine-protein phosphatase non-receptor type 5 (Homo sapiens), P54829; recombinant STEP, OMFP fluorogenic substrate; inhibition, % at 20 µM; 0.25% of 360,000 active; AID 588621, 2011;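 active = inhibition at 20 µM, scaled per plate between control wells, above about 37%, limit read from the data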;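 also: 0% = DMSO with enzyme and substrate and 100% = substrate only without enzyme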
Target sequence (P54829 whole entry, looked up): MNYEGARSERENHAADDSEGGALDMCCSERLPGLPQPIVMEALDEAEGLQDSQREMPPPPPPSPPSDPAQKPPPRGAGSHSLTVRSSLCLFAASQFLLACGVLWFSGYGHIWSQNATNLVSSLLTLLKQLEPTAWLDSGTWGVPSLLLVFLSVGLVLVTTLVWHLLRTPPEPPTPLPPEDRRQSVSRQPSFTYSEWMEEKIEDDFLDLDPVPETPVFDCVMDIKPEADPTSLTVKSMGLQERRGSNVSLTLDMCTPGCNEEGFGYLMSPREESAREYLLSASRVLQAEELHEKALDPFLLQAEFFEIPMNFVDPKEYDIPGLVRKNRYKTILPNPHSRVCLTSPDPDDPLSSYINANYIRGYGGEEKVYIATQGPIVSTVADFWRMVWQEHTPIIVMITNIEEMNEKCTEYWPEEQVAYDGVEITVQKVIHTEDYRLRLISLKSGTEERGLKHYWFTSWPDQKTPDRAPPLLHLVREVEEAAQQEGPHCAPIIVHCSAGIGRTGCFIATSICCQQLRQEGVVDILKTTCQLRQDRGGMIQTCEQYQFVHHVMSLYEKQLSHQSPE
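Measure: Control-normalized % inhibition with plate pattern correction | Test system: STEP phosphatase, cell-free reaction | Medium: pH 6.0 Bis-Tris with DTT and Tween 20 | Technique: Fluorescence, 480/540 nm | Times: Reaction 20 min, ambient temperature | Doses: Single compound dose of 20 µM, 1% DMSO final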
TbMetRS inhib – T. brucei MetRS inhibitors, primary screen, biochemical, luminescence; methionyl-tRNA synthetase (Trypanosoma brucei brucei); purified T. brucei MetRS, ATP depletion, Kinase-Glo luminescence; inhibition, % at 11.9 µM; 0.4% of 360,000 active; AID 624268, 2012;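 active = inhibition above a per-plate cutoff of the control wells' mean inhibition plus 3 SD, cut at about 5.5% in these data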;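 also: 0% = DMSO wells median and 100% = median of wells with control inhibitor compound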
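Material – parasite MetRS enzyme · Medium – HEPES-MgCl2-KCl buffer plus DTT, spermine, BSA, pyrophosphatase · Reagent – ATP, methionine and E. coli bulk tRNA substrates · Times – 15 min enzyme-compound preincubation, 2 h reaction, 10 min detection, 25 °C · Measured by – luminescence of leftover ATP · Evaluation – percent inhibition relative to median high and low control wells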
NadD inh – inhibitors of S. aureus NadD, primary screen, biochemical, colorimetric, uHTS | Nicotinate-nucleotide adenylyltransferase NadD (Staphylococcus aureus N315) | purified NadD enzyme, colorimetric absorbance read-out | inhibition, % at 20 µM | 0.78% of 360,000 active; in the data active = inhibition above about 26%; also: some compounds past the cut are filed as inactive
* marks the source's active call; other numbers are inactive results; i = inactive; x = not tested or not shown; + = active, no number.

1. CCOc1ccc(N(CC(=O)NCCSCc2ccco2)S(=O)(=O)c2ccc(C)cc2)cc1
2. O=C(NC1CCCC1)c1ccc(S(=O)(=O)N2CCCC2)cc1
3. COc1cccc(/C=C2\CCc3ccccc3C2=O)c1
4. CC(C)C(=O)N1CCN(c2ccc(NC(=O)c3cccs3)cc2)CC1
5. COc1cc(C2C(C#N)=C(N)OC3=C2C(=O)CC(C)(C)C3)cc2c1OCO2 (stereo not drawn)
6. Cc1cccc(-n2ncc3c(N4CCCC4)ncnc32)c1
7. CCCN(CCC)S(=O)(=O)c1ccc(C(=O)Nc2cccnc2)cc1
8. C=CCn1c(SCC(N)=O)nc2sc3c(c2c1=O)CCC3

entry no. | 1 | 2 | 3 | 4 | 5 | 6 | 7 | 8
MsrA inhibitor | 2.0 | 1.4 | 0.2 | 0.5 | -0.5 | -0.5 | 0.5 | 0.8
CSN inh | -2 | -8 | 4 | 2 | 12 | 2 | -2 | 3
Rpn11 block | i | i | i | i | i | i | i | i
LMPTP block | 0.6 | -1.2 | -0.2 | -0.3 | 1.8 | 0.6 | 0.2 | -1.1
Scp-1 inhibitor | -5 | -4 | -14 | -9 | 10 | -5 | -1 | -5
SUMO1-SIM PPI | 5 | -2 | -24 | -1 | 13 | 4 | -4 | 2
DNMT1 block | 5 | -7 | 4 | 1 | -1 | 0 | -1 | 0
STEP inh | 1 | 1 | -1 | 1 | -1 | 0 | -1 | 2
TbMetRS inhib | -0.4 | -0.9 | -1.3 | -0.4 | -0.1 | -0.5 | -0.7 | -0.8
NadD inh | 2 | -5 | -14 | 4 | 7 | -3 | -1 | 0

9. O=C(c1nc2ccc(Cl)cn2c1CN1CCCC(CO)C1)N1CCc2ccccc2C1 (stereo not drawn)
10. CCn1c(SCc2ccc(C(=O)O)cc2)nnc1-c1ccc(Cl)cc1
11. CC(C)(C)c1ccc(C(=O)Nc2cccc([N+](=O)[O-])c2)cc1
12. Cc1sc2nc(SCC(=O)N3CCCCC3)[nH]c(=O)c2c1C
13. CCN(c1ccc(OC)cc1)S(=O)(=O)c1csc(C(N)=O)c1
14. CC(C)OC(=O)CSc1nnc(-c2ccccn2)n1N
15. C=CCn1c(O)c(N=NC(=O)CNC(=O)c2cccs2)c2ccccc21
16. Cc1csc(NC(=O)C2CCN(S(=O)(=O)c3ccc4c(c3)oc(=O)n4C)CC2)n1

entry no. | 9 | 10 | 11 | 12 | 13 | 14 | 15 | 16
MsrA inhibitor | -0.1 | -0.3 | -1.1 | 0.1 | -0.9 | 0.3 | 1.5 | -0.3
CSN inh | 4 | -1 | -1 | -1 | -2 | 1 | 6 | 6
Rpn11 block | i | i | i | i | i | i | i | i
LMPTP block | -0.7 | -1.8 | 3.2 | 0.6 | -2.2 | -1.0 | 0.0 | -2.0
Scp-1 inhibitor | -5 | -4 | -17 | -4 | -4 | -5 | -6 | -3
SUMO1-SIM PPI | 0 | -5 | -3 | 4 | 1 | 4 | -16 | -6
DNMT1 block | -6 | 1 | -4 | 3 | 1 | 5 | -3 | -2
STEP inh | -1 | -1 | 0 | 0 | 0 | -4 | -3 | -2
TbMetRS inhib | -0.2 | 0.1 | 0.2 | -0.1 | -0.1 | -0.1 | -0.1 | -0.2
NadD inh | -3 | 2 | -10 | -1 | 1 | -1 | -3 | 5

17. CCc1nc2oc3ccccc3c(=O)c2c(=O)n1-c1ccc(C)cc1
18. O=C(Oc1c(-c2ccccc2)c(=O)n2c3c(cccc13)CC2)c1cccc([N+](=O)[O-])c1
19. CCc1ccc(-c2nn(-c3ccccc3C)cc2C(=O)N2CCN(C3CCS(=O)(=O)C3)CC2)cc1 (stereo not drawn)
20. COc1ccc(-c2cc(C(F)(F)F)n3nc(C(=O)N4CCCC4)cc3n2)cc1
21. Clc1ccc(CSc2nnc(-c3ccncc3)o2)c(Cl)c1
22. COc1ccc(CNC(=O)C2CCN(S(=O)(=O)c3ccc4nc5c(c(C(=O)O)c4c3)CC(C)CC5)CC2)cc1 (stereo not drawn)
23. O=C(O)c1ccc(CSc2n[nH]c(-c3ccco3)n2)cc1
24. Cc1ccc(N=Cc2nc(/C=C/c3cccc([N+](=O)[O-])c3)oc2O)cc1

entry no. | 17 | 18 | 19 | 20 | 21 | 22 | 23 | 24
MsrA inhibitor | -1.1 | 0.7 | 1.9 | -1.3 | 2.6 | 0.3 | 0.3 | 2.9
CSN inh | 5 | 0 | -2 | -2 | 3 | 5 | 11 | 1
Rpn11 block | + | i | i | i | i | i | i | i
LMPTP block | 47 | 1.7 | -0.9 | 1.2 | 1.9 | -0.2 | -1.4 | -0.8
Scp-1 inhibitor | 65* | -10 | -6 | -5 | 13 | -4 | 52* | -11
SUMO1-SIM PPI | 11 | -10 | 0 | -10 | -1 | 20 | 23 | -3
DNMT1 block | 78* | 3 | 0 | 0 | 0 | -6 | 9 | 37
STEP inh | 5 | 3 | -1 | 1 | 2 | 2 | 13 | -1
TbMetRS inhib | -0.4 | -0.4 | -0.2 | -0.7 | -0.9 | 0.2 | 0.3 | -0.6
NadD inh | -2 | 2 | -2 | 2 | 4 | 4 | 4 | 7

25. COc1cc2c(cc1OC)-c1cc(N3CCCCCC3)nc(=O)n1CC2
26. Cc1cc(NS(=O)(=O)c2ccc(NC(=O)Nc3ccccc3)cc2)no1
27. CN(CCc1ccccc1)C(=O)c1ccc(NC(=O)Cc2ccc(NC(=O)C3CCCN(C(=O)C4CCCC4)C3)cc2)cc1 (stereo not drawn)
28. O=C(NC12CC3CC(CC(C3)C1)C2)c1cc2nc(-c3ccco3)cc(C(F)(F)F)n2n1
29. CCCc1cc(NCc2ccccn2)n2c(nc3ccccc32)c1C#N
30. CCN(CC)CCN(Cc1cc2cc3c(cc2[nH]c1=O)OCO3)C(=S)NCCCN(C)C
31. CN(Cc1ccc(F)cc1)C(=O)CN1CCN(S(=O)(=O)c2ccc3c(c2)OCCCO3)CC1
32. CC(=O)c1ccc(NC(=O)COc2ccccc2C(=O)Nc2ccc(C)cn2)cc1

entry no. | 25 | 26 | 27 | 28 | 29 | 30 | 31 | 32
MsrA inhibitor | 3.7 | -0.7 | -0.9 | x | 2.6 | 0.7 | -0.2 | 0.1
CSN inh | 0 | -8 | 5 | 6 | 1 | 4 | 1 | -2
Rpn11 block | i | i | i | i | i | i | i | i
LMPTP block | 2.6 | -0.8 | -1.6 | 5.6 | 1.5 | 0.9 | -0.4 | 0.3
Scp-1 inhibitor | 1 | -8 | 4 | -7 | -1 | -2 | x | 43
SUMO1-SIM PPI | 11 | 3 | 2 | 1 | 9 | -12 | 2 | 1
DNMT1 block | -2 | 15 | -1 | 6 | 1 | -5 | 0 | 5
STEP inh | 4 | 3 | -2 | 5 | 2 | -1 | 3 | 1
TbMetRS inhib | -1.4 | 8.4* | 0.1 | -0.5 | 0.4 | -0.5 | -0.1 | -0.5
NadD inh | 8 | -7 | 1 | 18 | 0 | -1 | 6 | 3

33. COC(=O)c1cccc(CN2C(=O)C(C)Sc3ccc(C)cc32)c1 (stereo not drawn)
34. Cc1ccc(C2=NN(C(=O)CCCC(=O)O)C(c3ccc4c(c3)OCO4)C2)cc1 (stereo not drawn)
35. Cc1cc(=O)[nH]c2c1c(C)nn2C1CCOC(C)(C)C1 (stereo not drawn)
36. CCC1(O)CC(c2ccccc2)=NN1C(=O)c1ccccc1F (stereo not drawn)
37. CCC1CCCCN1C(=O)c1nn2cccnc2c1Cl (stereo not drawn)
38. CCOC(=O)C1CCN(C(=O)CNC(=O)Cn2c(C)cc3ccccc3c2=O)CC1
39. Nc1cccc(-n2cccc2)c1
40. CC(=O)c1ccc(OCC(=O)N2CCCC2c2ccc3c(c2)OCCCO3)cc1 (stereo not drawn)
41. CN(C(=O)c1cccc(NC(=O)Cc2ccc([N+](=O)[O-])cc2)c1)C1CCC1

entry no. | 33 | 34 | 35 | 36 | 37 | 38 | 39 | 40 | 41
MsrA inhibitor | 1.8 | 0.1 | -0.7 | 0.7 | -0.4 | 0.0 | 0.2 | 1.5 | -0.5
CSN inh | -4 | 3 | -4 | 5 | -1 | 1 | -11 | -10 | 2
Rpn11 block | i | i | i | i | i | i | i | i | i
LMPTP block | 1.4 | 0.0 | -1.0 | 3.8 | -2.2 | -0.8 | -1.1 | 0.1 | -0.5
Scp-1 inhibitor | x | -9 | -3 | -7 | 8 | -5 | -6 | -7 | -2
SUMO1-SIM PPI | 8 | 1 | 1 | 4 | -2 | -3 | -1 | -2 | -17
DNMT1 block | 5 | 4 | 0 | 5 | 1 | 1 | -8 | -3 | -2
STEP inh | 0 | -2 | -5 | -1 | 2 | -1 | -3 | -1 | 0
TbMetRS inhib | 0.0 | 0.0 | -0.8 | 0.2 | 1.0 | -0.9 | -0.9 | -0.3 | -0.1
NadD inh | -5 | -6 | 6 | -8 | 4 | -4 | 0 | -3 | -3

A second format for some results above:
No.	Compound	MsrA inhibitor	CSN inh	Rpn11 block	LMPTP block	Scp-1 inhibitor	SUMO1-SIM PPI	DNMT1 block	STEP inh	TbMetRS inhib	NadD inh
35	Cc1cc(=O)[nH]c2c1c(C)nn2C1CCOC(C)(C)C1 (stereo not drawn)	-0.7	-4	i	-1.0	-3	1	0	-5	-0.8	6
36	CCC1(O)CC(c2ccccc2)=NN1C(=O)c1ccccc1F (stereo not drawn)	0.7	5	i	3.8	-7	4	5	-1	0.2	-8
37	CCC1CCCCN1C(=O)c1nn2cccnc2c1Cl (stereo not drawn)	-0.4	-1	i	-2.2	8	-2	1	2	1.0	4

Screening results (PubChem BioAssay)
